# Screens: PubChem BioAssay, Sanford-Burnham Center for Chemical Genomics
# A3A deaminase = APOBEC3A ssDNA deaminase inhibitors, primary screen, selectivity assay for APOBEC3G inhibitor project, biochemical, FAM/TAMRA oligo cleavage fluorescence. 0.41% of 330,000 active. inhibition, % at 20 µM. AID 493011, 2011. recombinant A3A, FAM/TAMRA ssDNA deamination fluorescence. DNA dC->dU-editing enzyme APOBEC-3A (Homo sapiens), P31941;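 active = at least 40% inhibition at 20 µM here, with at most 30% in a related deaminase screen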;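 also: plate controls were A3A with DMSO for no effect and wells lacking A3A enzyme for full effect; some results filed as inactive read as strong as hits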
# Target sequence (P31941 whole entry, looked up): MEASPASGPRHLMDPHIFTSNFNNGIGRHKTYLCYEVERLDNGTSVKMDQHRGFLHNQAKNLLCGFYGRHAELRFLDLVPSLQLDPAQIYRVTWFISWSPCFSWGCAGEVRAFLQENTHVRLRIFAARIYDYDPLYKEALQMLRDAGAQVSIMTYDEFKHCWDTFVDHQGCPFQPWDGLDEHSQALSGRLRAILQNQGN
# Gli-Sufu block = Gli-Sufu pathway antagonists, primary screen, luciferase luminescence, Sufu-KO-LIGHT cells, uHTS | 0.74% of 340,000 active | Sufu-KO-LIGHT fibroblasts, Gli luciferase reporter luminescence | inhibition, % at 5 µM;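 active = inhibition above about 55%, limit read from the data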;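 also: 0% = DMSO-treated cells and 100% = wells with medium but no cells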
# EBI2 block = EBI2 receptor antagonists, beta-arrestin recruitment, primary screen, cell-based, luminescence, 7a,25-OHC stimulation, uHTS | G-protein coupled receptor 183 (Homo sapiens), P32249 | 7a,25-OHC stimulated | inhibition, % at 5 µM | 0.81% of 360,000 active | AID 651636, 2012; in the data active = inhibition above about 38%;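 also: enzyme fragment complementation signal reports receptor beta-arrestin coupling in cells; 0% = agonist plus DMSO wells and 100% = wells without agonist; some results beyond the cut were filed as inactive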
# MPTP block = mitochondrial permeability transition pore inhibitors, primary screen, biochemical, isolated mouse mitochondria, absorbance; Ca2+ swelling absorbance, 30 min; inhibition, % at 10 µM; 1.4% of 360,000 active;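 active = inhibition of 50% or more, scaled per plate between neutral and stimulator controls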;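 also: 0% = DMSO wells given calcium and 100% = 1 mM EGTA wells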
# CCR6 antagonist = CCR6 receptor antagonists, primary screen, cell-based, CHO-K1, luminescence, beta-arrestin, uHTS; C-C chemokine receptor type 6 (Homo sapiens), P51684; CHO-K1 CCR6 PathHunter beta-arrestin, CCL20-stimulated; inhibition, % at 20 µM; 0.49% of 340,000 active;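 active = compounds whose inhibition of the agonist-driven luminescence signal at 20 µM reaches about 50%, limit read from the data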;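 also: cells stimulated with CCL20 at 14 nM final; plate controls were DMSO with CCL20 for no effect and DMSO without agonist for full effect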
# Target sequence (P51684 whole entry, looked up): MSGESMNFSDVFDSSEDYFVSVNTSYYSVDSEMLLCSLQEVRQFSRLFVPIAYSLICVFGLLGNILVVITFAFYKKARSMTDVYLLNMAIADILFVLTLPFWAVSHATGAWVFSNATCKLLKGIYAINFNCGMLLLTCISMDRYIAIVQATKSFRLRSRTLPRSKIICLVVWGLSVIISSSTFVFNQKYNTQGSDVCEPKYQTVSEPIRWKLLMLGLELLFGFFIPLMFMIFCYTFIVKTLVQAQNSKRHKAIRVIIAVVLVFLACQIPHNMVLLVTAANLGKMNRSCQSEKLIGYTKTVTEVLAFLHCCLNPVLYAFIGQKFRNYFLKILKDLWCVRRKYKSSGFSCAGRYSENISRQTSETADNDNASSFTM
# NR3A LBD binder = binders of NR3A ligand-binding domain, primary screen, biophysical, differential scanning fluorimetry, uHTS; Glutamate receptor ionotropic, NMDA 3A (GRIN3A) ligand-binding domain; NR3A LBD differential scanning fluorimetry, Tm shift; 0% = protein alone, 100% = glycine-bound protein; Tm shift relative to glycine control, % at 25 µM; 2.5% of 340,000 active; AID 1259313, 2017;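 active = melting temperature shift of at least 10% of the positive control shift, at one fixed dose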
# APOBEC3G inh = APOBEC3G DNA deaminase inhibitors, primary screen, biochemical, fluorescence, single-stranded DNA substrate, uHTS | DNA dC->dU-editing enzyme APOBEC-3G (Homo sapiens), Q9HC16 | recombinant A3G, ssDNA deamination FAM/TAMRA fluorescence | inhibition, % at 20 µM | 0.28% of 330,000 active;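 active = inhibition of at least 40% at 20 µM, with no more than 30% in the related APOBEC3A deaminase screen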;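 also: plate controls were DMSO wells with A3G for no effect and wells lacking A3G enzyme for full effect; some compounds called inactive have numbers as strong as hits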
# Target sequence (Q9HC16 whole entry, looked up): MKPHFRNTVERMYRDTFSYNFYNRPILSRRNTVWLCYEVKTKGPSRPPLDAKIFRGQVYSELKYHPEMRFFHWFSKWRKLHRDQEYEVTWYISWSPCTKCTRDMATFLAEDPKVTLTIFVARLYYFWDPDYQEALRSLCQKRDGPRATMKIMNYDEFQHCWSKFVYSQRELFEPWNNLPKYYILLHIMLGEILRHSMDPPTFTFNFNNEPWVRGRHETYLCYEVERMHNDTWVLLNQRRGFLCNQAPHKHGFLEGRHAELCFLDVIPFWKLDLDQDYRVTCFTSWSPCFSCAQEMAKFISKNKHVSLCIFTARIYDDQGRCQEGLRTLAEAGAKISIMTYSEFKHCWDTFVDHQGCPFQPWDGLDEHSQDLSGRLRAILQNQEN
# CXCR6 inh = CXCR6 receptor inhibitors, primary screen, cell-based, beta-arrestin, luminescence, CHO-K1 PathHunter, 1536-well | C-X-C chemokine receptor type 6 (Homo sapiens), O00574 | inhibition, % at 20 µM | 0.36% of 360,000 active | AID 602244, 2012; in the data active = inhibition above about 34%, passing the limit was not always enough;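 also: antagonist mode with CXCL16 agonist at 10 nM final; 0% = 10 nM CXCL16 with DMSO and 100% = unstimulated wells without agonist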
# The depositor's hits bear a star; x = not tested or not shown. Rows were taken by chance; overall some 5.8% were active at least once.
cpd	SMILES	A3A deaminase	Gli-Sufu block	EBI2 block	MPTP block
1	Cc1nc2cc(Nc3ccncc3)ccc2s1	1	8	3	0.3
2	COc1cccc2c1OCC(C(=O)OCc1cccnc1)=C2	-1	-3	5	-1.4
3	c1ccc(-c2cc(-c3nc(-c4ccccn4)no3)c3ccccc3n2)cc1	-15	-5	34	-0.6
4	Cc1ccccc1C(=O)NC(=S)NCc1cccnc1	-2	0	-2	-0.2
5	CC(C)C(C)(C#N)NC(=O)CSc1nncn1-c1ccccc1 (stereo not given)	8	-17	4	-1.3
6	CCOC(=O)c1sc2nc3c(SCC(=O)O)cc(C(=O)c4ccccc4O)cn3c(=O)c2c1C	6	-29	5	7.5
7	C=CCn1c(O)c(N=O)c2ccccc21	0	10	6	0.5
8	CN(Cc1ccccc1)C(=O)c1[nH]cnc1C(=O)Nc1ccon1	-4	-1	-1	-0.1
9	CCN1C(=O)C(NC(C)=O)c2cc(OC)ccc21 (stereo not given)	-3	-2	-2	-2.1
10	COc1cc(C=O)ccc1OCCCOc1ccc([N+](=O)[O-])cc1	-5	27	1	-1.6

cpd	CCR6 antagonist	NR3A LBD binder	APOBEC3G inh	CXCR6 inh
1	-5	0	-6	-6
2	-24	-1	-7	0
3	-2	-5	-4	6
4	-14	-1	-8	0
5	13	1	1	-6
6	22	2	38	9
7	6	-4	-4	0
8	1	2	-9	5
9	-18	0	-2	4
10	0	2	-10	4

# Later entries.
cpd	SMILES	A3A deaminase	Gli-Sufu block	EBI2 block	MPTP block
11	O=C(Nc1ccc(NC(=O)c2cccnc2Cl)cc1)c1cccc(Cl)c1	0	-14	-14	0.5
12	CCCCOC(=O)Nc1ccc(S(=O)(=O)Nc2nc(C)cc(C)n2)cc1	0	x	-6	-2.8
13	Cc1cc(NC(=O)NC2CC(=O)N(c3ccc4c(c3)OCCO4)C2)no1 (stereo not given)	7	19	-8	-0.3
14	O=c1c2ccccc2[nH]c(=S)n1CCc1ccccc1	-4	-39	-6	0.8
15	O=C(O)c1ccccc1/C=N/NC(=S)NCc1ccccc1	-1	-2	-18	2.5
16	CC(NC(=O)C(C)N1C(=O)c2ccccc2C1=O)c1ccccc1 (stereo not given)	-6	20	-6	0.2
17	CC(C)(c1ccccc1)c1ccc(OCC(O)CNC2CCN(Cc3ccccc3)CC2)cc1 (stereo not given)	-1	24	-6	68*
18	COc1ccc2[nH]cc(C(O)CN3CCC(C(N)=O)CC3)c2c1 (stereo not given)	0	9	-3	-1.6
19	CSCCNC(=O)c1ccc2nc(C3CCCCC3)oc2c1	-4	-13	6	-0.8
20	O=[N+]([O-])c1cccc(-n2nncc2-c2ccccc2)c1	-4	-11	-6	0.4

cpd	CCR6 antagonist	NR3A LBD binder	APOBEC3G inh	CXCR6 inh
11	5	22*	-8	-3
12	12	0	-2	38
13	7	-1	0	-6
14	3	3	-11	7
15	13	-1	-5	-5
16	12	-1	-4	2
17	6	1	-7	-10
18	-16	-1	2	1
19	-3	-1	-4	-15
20	-2	6	-4	0

# Later entries.
cpd	SMILES	A3A deaminase	Gli-Sufu block	EBI2 block	MPTP block
21	CCN(CC)c1ccc(/C=C(\C#N)C(=O)NCc2ccccc2)cc1	-2	2	27	4.3
22	Cc1cccc(N2C(=O)CS/C2=N\NC(=O)c2ccc(Br)cc2)c1C	4	-15	-5	-0.7
23	CCc1cc(=O)oc2c(C)c(OC(C)C(=O)NCC3CCC(C(=O)O)CC3)ccc12 (stereo not given)	1	0	-3	-2.0
24	CCn1c(C)nc2cc(C(=O)NNC(=O)CN(C)S(=O)(=O)c3ccc(NC(C)=O)cc3)ccc21	-2	-7	-7	-0.3
25	FC(F)(F)c1cccc(-c2ccc(-c3csnn3)o2)c1	0	-24	13	3.0
26	CC(C)C(NS(=O)(=O)c1cccc2nsnc12)C(=O)Nc1nc2ccc(Cl)cc2s1 (stereo not given)	-4	-3	4	0.7
27	CCCn1c(-c2ccc(OC)cc2)nc2nc3ccccc3nc21	9	1	1	-2.0
28	Cc1ccc(-n2c(SCC(=O)O)nc3sc4c(c3c2=O)CCCC4)cc1	-2	-15	2	-0.1
29	Cc1ccc(-n2c(=S)sc3c(=O)n(-c4ccccc4F)c(SCC(=O)O)nc32)cc1C	-3	1	-2	1.0
30	O=C(CC(C(=O)N1CCc2ccccc21)n1ccnc1)NCC1CCCO1 (stereo not given)	5	0	7	-1.3

cpd	CCR6 antagonist	NR3A LBD binder	APOBEC3G inh	CXCR6 inh
21	26	-100	-7	2
22	-18	-15	4	2
23	-4	-1	1	-8
24	-2	1	-6	2
25	25	3	-4	10
26	11	2	-9	11
27	22	-2	3	9
28	5	0	-2	-1
29	8	0	-8	-1
30	3	-4	1	-8

# More results
cpd	SMILES	A3A deaminase	Gli-Sufu block	EBI2 block	MPTP block
31	Cc1ccc(C)c(N2C(=O)c3ccc(C(=O)OCC(=O)c4c(N)n(C)c(=O)n(C)c4=O)cc3C2=O)c1	-1	-16	3	-2.4
32	CN(C)S(=O)(=O)c1ccc(N2CCCC2)c(C(=O)NCc2cccc(C(F)(F)F)c2)c1	3	14	10	1.8
33	CCCCOc1ccc(C(=O)Oc2cc(C)[nH]c(=O)c2[N+](=O)[O-])cc1	-5	16	-1	1.7
34	O=C(Nc1cccc(NC(=O)c2ccccc2F)c1)c1ccccc1	-3	-1	-6	1.1
35	Cc1ccccc1OCC(=O)NNC(=O)CSc1nc(N)cc(N)n1	3	-6	38	-1.0
36	O=C(C1=C(O)C(=O)N(CCN2CCOCC2)C1c1ccc(F)cc1)c1cccs1 (stereo not given)	-2	-5	2	-1.4
37	O=C(CN1CCN(S(=O)(=O)c2ccccc2)CC1)Nc1ccc(Cl)c(Cl)c1	-3	6	61*	31
38	COc1ccc(CCC(=O)N2CCN(S(=O)(=O)c3cccs3)CC2)cc1	-1	-8	38	4.8
39	O=C(CSc1nncc(=O)[nH]1)NCc1ccccc1	2	1	-4	-0.2
40	NS(=O)(=O)c1ccc(NC2=CC(c3ccc([N+](=O)[O-])cc3)N(c3ccc(S(N)(=O)=O)cc3)C2=O)cc1 (stereo not given)	-5	0	-8	3.9

cpd	CCR6 antagonist	NR3A LBD binder	APOBEC3G inh	CXCR6 inh
31	-10	-3	-10	-10
32	-2	1	-2	-4
33	-11	0	-12	-15
34	4	-2	-6	-9
35	-1	-2	2	0
36	-1	4	-1	1
37	22	0	1	-17
38	11	2	-9	-6
39	5	-3	-4	-5
40	50*	2	0	60*

# Next part:
cpd	SMILES	A3A deaminase	Gli-Sufu block	EBI2 block	MPTP block
41	CCCCCCC(=O)Nc1ccc(C(=O)N/N=C/c2cccnc2)cc1	1	10	-3	-0.9
42	CC(=O)Nc1ccc(C(=O)OCc2ccc(F)cc2Cl)cc1	2	-10	-9	0.5
43	CC1=C(C(=O)Nc2ccccc2)C(c2ccco2)C(C#N)=C(SCC(N)=O)N1 (stereo not given)	3	1	-5	-0.3
44	COC(=O)c1ccc(OCCOc2ccc(C(=O)OC)cc2)cc1	-2	-2	-1	0.8
45	CCn1c(COc2ccc(C(C)C)cc2)nnc1SCC(=O)Nc1nccs1	-2	-10	-3	4.4
46	CCOCCc1c(O)nc(SC)[nH]c1=O	0	-9	-12	0.5
47	CC(=O)c1cccc(NC(=O)C2CC(=O)N(C3CCCC3)C2)c1 (stereo not given)	-4	-4	8	1.7
48	O=C(NC1CC(=O)N(c2ccccc2)C1)C(=O)c1c[nH]c2ccccc12 (stereo not given)	-3	-26	12	-1.6
49	O=C(O)CC/C(=N\NC(=O)CNC(=O)c1ccc(F)cc1)c1ccccc1	-1	7	-5	2.0
50	COc1ccc(N2CCN(C(=O)c3ccc(C(C)(C)C)cc3)CC2)cc1	-6	-1	14	-0.9

cpd	CCR6 antagonist	NR3A LBD binder	APOBEC3G inh	CXCR6 inh
41	-4	-9	-1	-8
42	8	-16	-8	-3
43	4	0	9	0
44	-5	1	2	-7
45	12	-2	-2	-3
46	-6	-1	-2	-7
47	5	3	-8	-2
48	0	3	9	0
49	14	-1	-7	-14
50	-8	3	-7	2

# Remaining list, next part
cpd	SMILES	A3A deaminase	Gli-Sufu block	EBI2 block	MPTP block
51	c1cncc(-c2nnc3n2C2(CCCCC2)Cc2ccccc2-3)c1	-2	2	-12	0.8
52	CC1CN(C(=S)c2cccc([N+](=O)[O-])c2)CC(C)O1 (stereo not given)	0	-4	-8	-1.5
53	C=CCn1c(=N)c(C(=O)NCCCOC)cc2c(=O)n3cc(C)ccc3nc21	2	28	8	1.8
54	O=C(COC(=O)c1ccccc1Oc1ccccc1)NCc1ccco1	13	-10	-2	-0.6
55	CC(=O)NC1(C(F)(F)F)N=C(c2ccccc2)NC1=O (stereo not given)	1	-7	-5	1.0
56	COc1ccc(/C=N\NC(=O)c2ccc([N+](=O)[O-])cc2)cc1COc1c(F)c(F)cc(F)c1F	-5	8	-2	1.2
57	COC(=O)C(Cc1ccc(O)cc1)NC(=O)C(C)NC(=O)c1ccc(C(C)(C)C)cc1 (stereo not given)	-1	13	-1	4.0
58	CCN(CC)c1ccc(CNc2nc3ccccc3n2CCN2CCCCC2)cc1	-2	67*	32	64*
59	COc1ccccc1CNC(=O)CN(C)S(=O)(=O)c1ccc(Br)s1	1	-24	-1	0.5
60	COc1ccc(OC)c(NC(=O)CCN2CCCC(C)C2)c1 (stereo not given)	-3	1	1	-0.4
61	CN(C)S(=O)(=O)N1CCC(Oc2cccc(C(=O)NCCCC3CCCC3)c2)CC1	-4	15	12	6.7
62	COc1ccc2cc(CCNS(=O)(=O)c3ccc(NC(C)=O)cc3)c(=O)[nH]c2c1	-4	24	0	-0.1

cpd	CCR6 antagonist	NR3A LBD binder	APOBEC3G inh	CXCR6 inh
51	4	1	-3	-2
52	-1	1	21	2
53	10	0	3	2
54	11	0	6	-11
55	-20	0	-1	6
56	4	5	-8	-7
57	1	1	-2	-1
58	20	-3	-7	4
59	13	0	-2	-3
60	6	1	-9	2
61	27	0	-5	-15
62	13	-3	-6	-1
